High-throughput results from PubChem BioAssay.
Rac1 wt modul: human Rac1 wildtype GTP binding, inhibitors and activators | GTP binding activity (% of control), % at 10 µM | P63000 | 0.27% of 190,000 active | GST-Rac1 beads, fluorescent GTP binding, flow cytometry; actives lie on both sides; 0 = cold GTP competed, 100 = untreated;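 active = GTP binding activity at least 20 points away from the 100% control level, either lower or higher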
Bcl-XL Bim block: inhibitors of Bim-Bcl-XL interaction, human | Q07817 | Bim peptide-Bcl-XL binding, bead flow cytometry, fluorescence | inhibition, % at 10 µM | 0.04% of 190,000 active
Target sequence (Q07817 whole entry, looked up): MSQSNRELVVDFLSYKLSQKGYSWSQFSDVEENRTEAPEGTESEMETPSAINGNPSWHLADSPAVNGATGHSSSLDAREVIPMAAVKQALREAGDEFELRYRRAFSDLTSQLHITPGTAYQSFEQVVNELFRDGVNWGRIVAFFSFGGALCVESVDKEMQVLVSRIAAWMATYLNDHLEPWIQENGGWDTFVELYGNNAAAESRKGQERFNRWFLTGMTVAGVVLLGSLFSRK
Cdc42 wt: human Cdc42 wildtype GTP binding change, either direction | percent activity (GTP binding), % at 10 µM | 0.2% of 190,000 active | AID 761 | P60953 | GST-Cdc42 beads, Bodipy-GTP binding, flow cytometry; actives lie on both sides;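 active = percent activity GTP binding at least 20 points away from the 100% baseline, either down as inhibitor or up as activator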;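 note: median bead fluorescence of bound Bodipy-FL-GTP at 100 nM; 0% = excess unlabeled GTP control and 100% = no compound control; below 100% means less GTP binding so inhibitor and above means activator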
Target sequence (P60953 whole entry, looked up): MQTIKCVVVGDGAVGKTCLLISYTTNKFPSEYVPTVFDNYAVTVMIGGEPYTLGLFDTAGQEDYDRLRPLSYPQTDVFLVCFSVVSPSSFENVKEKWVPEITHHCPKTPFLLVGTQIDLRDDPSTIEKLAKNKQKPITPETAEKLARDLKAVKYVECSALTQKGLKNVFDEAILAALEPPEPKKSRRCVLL
Bcl-2 Bim block: inhibitors of Bim-Bcl-2 interaction, human; AID 950; 0.06% of 190,000 active; inhibition, % at 10 µM; P10415; Bead-based flow cytometry, Bim peptide-Bcl-2 binding; in the data active = inhibition above about 40%;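 note: 0% = no compound wells with probe peptide and 100% = reference peptide inhibitor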
Target sequence (P10415 whole entry, looked up): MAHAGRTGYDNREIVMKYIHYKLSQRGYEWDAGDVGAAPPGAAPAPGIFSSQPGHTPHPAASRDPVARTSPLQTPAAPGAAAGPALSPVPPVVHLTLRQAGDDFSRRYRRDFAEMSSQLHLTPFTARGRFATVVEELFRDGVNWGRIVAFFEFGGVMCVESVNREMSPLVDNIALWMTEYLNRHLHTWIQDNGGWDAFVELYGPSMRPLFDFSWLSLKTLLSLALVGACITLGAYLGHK
Bcl-W Bim block: inhibitors of Bim-Bcl-W interaction, human; bead-based flow cytometry, Bim peptide-Bcl-W binding; inhibition, % at 10 µM; 0.02% of 190,000 active; AID 952;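 note: 0% = bound tracer without compound and 100% = peptide blocker; higher means less fluorescent Bim peptide bound to Bcl-W beads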
Rab2A wt mod: changes GTP binding to wildtype dog Rab2A, up or down; GST-Rab2 wt beads, Bodipy-GTP binding, flow cytometry; GTP binding activity, % at 10 µM; 0.19% of 190,000 active; AID 760;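 active = GTP binding activity at least 20 points away from 100%, either lowered or raised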;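 note: 0% = beads with excess unlabeled GTP and 100% = no-compound control corrected for plate trend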
Rab7 wt modul: modulators of GTP binding to dog Rab7 wildtype GTPase; AID 758; GST-Rab7 beads, fluorescent GTP binding, flow cytometry; actives lie on both sides; untreated = 100%, excess cold GTP = 0%; GTP binding activity (percent of control), % at 10 µM; 0.055% of 190,000 active;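 active = fluorescent GTP binding to Rab7 beads changed by at least 20 points from the 100% baseline, either direction, mostly lower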;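 note: median green fluorescence of bound Bodipy-FL-GTP per Rab7 bead population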
Bfl-1 Bim block: disrupts Bim binding to human Bfl-1; Bead-based flow cytometry, Bim-Bfl-1 binding inhibition; inhibition, % at 10 µM; 0.12% of 190,000 active; AID 1008;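 note: 0% = wells without compound plus tracer and 100% = blocker peptide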
Bcl-B Bim block: disrupts Bim peptide binding to human Bcl-B; Q9HD36; bead-based flow cytometry; inhibition, % at 10 µM; 0.073% of 190,000 active;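 note: 0% = tracer peptide without compound and 100% = reference inhibitor peptide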
HRas wt GTP bind: modulators of GTP binding to human HRas wildtype. P01112. GST-Ras wt beads, Bodipy-FL-GTP binding, flow cytometry; actives lie on both sides. GTP binding activity, % at 10 µM. 0.14% of 190,000 active. AID 759;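 active = GTP binding activity at least 20% away from the 100% baseline, either lowered as inhibitor or raised as activator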;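 note: 0% = unlabeled GTP competition control and 100% = no-compound control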
Target sequence (P01112 whole entry, looked up): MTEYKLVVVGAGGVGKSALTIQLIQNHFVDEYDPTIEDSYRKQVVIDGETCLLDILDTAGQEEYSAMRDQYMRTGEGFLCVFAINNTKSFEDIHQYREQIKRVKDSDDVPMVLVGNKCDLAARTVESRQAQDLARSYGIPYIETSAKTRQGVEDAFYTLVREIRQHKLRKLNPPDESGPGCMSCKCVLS
Rac1 act GTP bind: human Rac1 activated mutant GTP binding change; P63000; GST-Rac1 activated beads, fluorescent GTP binding, flow cytometry; actives lie on both sides; 100% means binding = to untreated wells; percent activity (GTP binding), % at 10 µM; 0.11% of 190,000 active; AID 764;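 active = GTP binding at least 20 percentage points away from the 100% baseline, in either direction, so actives lie on both sides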
* = called active by the depositor; & = joins results of further samples. Cut-off read from the data, not from the text of the source, unless noted: active = inhibition above about 40%.

SMILES	Rac1 wt modul	Bcl-XL Bim block	Cdc42 wt	Bcl-2 Bim block	Bcl-W Bim block	Rab2A wt mod	Rab7 wt modul	Bfl-1 Bim block	Bcl-B Bim block	HRas wt GTP bind	Rac1 act GTP bind
O=C(CSc1nnc(-c2ccccc2)n1-c1ccccc1)c1ccc[nH]1	104	-5	104	0	0	98	100	-3	-1	99	97
CCCc1nc2oc(C(=O)c3ccccc3)c(N)c2c2c1COC(C)(C)C2	103	6	99	-8	-1	99	101	-12	-6	101	99
COC(=O)C1=CN(Cc2cccs2)C=C(C(=O)OC)C1c1cccc(Cl)c1	96	2	98	-7	-1	91	94	-5	-1	92	92
Cc1ccc(S(=O)(=O)N/N=C\c2ccc([N+](=O)[O-])o2)cc1	105	-2	100	-6	2	102	103	-12	-11	102	99
Cc1csc(NC(=O)C2CCCO2)n1 (stereo not given)	95	-2	100	1	1	98	99	6	3	98	94
Cc1cnc(NC(=O)Cc2cccs2)s1	95	0	98	-5	0	97	91	-5	-1	95	96
O=C(Nc1cccc(Cl)c1)N1CCC(CO)(CCOc2ccccc2)CC1	96	-5	96	0	0	95	96	-5	-6	94	91
CCOC(=O)c1sc(N)c(C#N)c1COC(=O)CNC(=O)c1cc(OC)c(OC)c(OC)c1	103	2	101	2	0	100	100	-1	-1	101	98
O=C1CN(c2nnnn2-c2ccccc2)CCN1	106	-6	102	-12	0	98	97	-15	-6	101	100
O=C(CCl)NNc1cccc(Cl)n1	107	-5	103	-8	0	100	104	-13	-25	101	100
COC(=O)c1ccc(COC(=O)CNS(=O)(=O)c2ccccc2)cc1	99	0	97	-1	9	98	101	-1	-2	99	95
O=C(CSc1nnc(-c2n[nH]c3ccccc23)n1-c1ccccc1)Nc1cccc(Cl)c1	100	-18	97	-5	-18	95	98	-6	-17	97	96
CCOc1ccc(S(=O)(=O)N(C)c2ccc(OCC(=O)N3CCOCC3)cc2)cc1	96	-14	99	-11	0	96	99	-12	-8	98	95
COC(=O)c1ccc(N/C(=N/S(=O)(=O)c2ccccc2)c2ccccc2)cc1	97	-3	98	7	0	95	93	3	-1	96	98
CS(=O)(=O)Nc1ccccc1C(=O)N1CCCC1	101	0	97	-7	0	97	98	-12	-7	97	97
Cc1cc(C)nc(SCc2ccc(C(=O)N/N=C/c3ccco3)cc2)n1	88	-4	91	-3	-3	100	100	-3	-11	88	89
O=C(NCc1ccc2c(c1)OCO2)c1ccccc1	93	0	98	1	2	95	104	-2	-4	98	93
CC(C)(C)c1cc(NC(=O)C2CCCO2)no1 (stereo not given)	102	-9	100	-10	0	98	98	-12	-8	100	98
Nc1ccccc1C#Cc1ccccc1	104	-8	102	0	2	100	101	-13	-9	102	102
COc1ccc(Cl)cc1N1C(=O)[C@@H]2C(c3cccc(OC)c3OC)=NO[C@@H]2C1=O	98	0	100	-1	-1	98	97	-1	-1	98	97
COc1ccc(CNC(=O)c2cc3c(=O)n4ccccc4nc3n(Cc3cccnc3)c2=N)cc1	102	0	102	2	1	101	98	0	8	103	102
C=C(C)c1cccc(C(C)(C)NC(=O)NC(c2ccccc2)c2ccc(OC)cc2)c1 (stereo not given)	105	-12	105	-9	-9	100	101	-15	-15	100	100
COc1cccc(NC(=O)C2CCN(Cc3cnn(-c4ccccc4)c3-n3cccc3)CC2)c1	103	-1	102	0	3	102	103	-10	-5	102	101
O=C1C2C3C=CC(C3)C2C(=O)N1Nc1c(Cl)cc(Cl)cc1Cl (stereo not given)	105	1	98	0	0	96	103	-5	-4	98	96
CCOP(=O)(c1ccccc1)C(O)c1ccc(F)cc1 (stereo not given)	103	-2	101	-6	-3	102	100	-16	-4	102	101
Additional entries:
SMILES	Rac1 wt modul	Bcl-XL Bim block	Cdc42 wt	Bcl-2 Bim block	Bcl-W Bim block	Rab2A wt mod	Rab7 wt modul	Bfl-1 Bim block	Bcl-B Bim block	HRas wt GTP bind	Rac1 act GTP bind
Fc1ccc(-c2n[nH]c(=S)n2-c2ccc3c(c2)OCCO3)cc1	94	0	92	-5	-3	94	92	0	-22	92	94
Cc1ccc(S(=O)(=O)N/N=c2\oc3ccccc3cc2C(=O)Nc2cccc(C)c2)cc1	99	-3	97	-9	-2	93	96	-10	-3	95	96
O=C(O)c1cccc(-n2cccc2/C=C2/NC(=O)N(c3ccc(Cl)cc3)C2=O)c1	67*	4	72*	2	5	75*	88	-5	14	82	76*
CCc1nc(SCC(=O)Nc2ccc(C(=O)O)cc2)n[nH]1	105	0	101	3	0	101	100	3	1	101	100
COc1ccccc1OCC(=O)O	104&96	-6&-8	107&96	-8&-14	-3&-5	102&96	100&94	-17&0	-8&-10	103&95	100&92
Cc1cc(=O)[nH]c(SCCCOc2ccc(F)cc2)n1	105	0	103	-9	0	103	103	-13	-7	102	98
c1ccc(-c2nc3cnccn3c2Nc2ccc3c(c2)OCCO3)cc1	105	1	104	2	0	100	98	0	0	103	98
O=C1C2CC=C(Cl)CC2C(=O)N1CCN1CCOCC1 (stereo not given)	105	-9	103	-10	-4	101	104	-20	-7	99	99
O=C(Nc1cccc(Cl)c1)O/N=C\c1ccncc1	102	-5	102	-5	-3	100	97	-1	-1	102	98
CS(=O)(=O)c1ccc2nc(NC(=O)C3CCCO3)sc2c1 (stereo not given)	95	-5	93	-2	-1	98	104	0	-12	96	92
CC1CCN(CCCn2c(=S)[nH]c3c(sc4ccccc43)c2=O)CC1	103	0	100	2	3	99	98	9	-42	98	97
CN1CCN(Cc2nc3c(c(=O)n(C)c(=O)n3C)n2CCCc2ccccc2)CC1	107	-6	101	-10	-4	103	104	-17	-8	101	100
CCCc1c(C)c2c(C)[nH]nc2oc1=O	98	-5	96	0	-4	98	98	-6	1	95	96
Cc1ccc(C)c(N2CCN(C(=O)C3CCCN(S(=O)(=O)c4c(C)noc4C)C3)CC2)c1 (stereo not given)	103	-2	97	-7	0	98	98	-11	-7	99	101
c1ccc(-n2nnc3ccccc32)nc1	105	0	106	-3	1	102	102	-12	-4	102	101
Cc1ccc(C(C)C)c(OCc2n[nH]c(=S)o2)c1	94	-1	100	1	-2	101	104	2	-18	97	97
COc1ccc(NC(=O)C(NC(=O)c2ccc(=O)[nH]c2)c2ccc(OC)cc2)cc1 (stereo not given)	101	-6	100	-1	-3	99	98	-2	-7	99	99
Cc1sc(=NC(=O)c2ccco2)n(C)c1-c1ccccc1	105	-3	105	0	0	104	101	-1	0	102	100
Cc1onc(-c2ccccc2Cl)c1C(=O)OCC(=O)Nc1ccc2c(c1)OCO2	109	-14	101	-7	0	102	106	-8	-5	103	99
CCOC(=O)C1CCc2nc3ccccc3c(=O)n21 (stereo not given)	98	1	93	-2	2	94	99	-6	-7	95	94
COc1ccccc1N1CCN(CC(O)COCc2cccs2)CC1 (stereo not given)	100	0	101	0	0	100	100	-1	-3	100	98
O=C(COC(=O)c1ccc2c(c1)OCCO2)Nc1cccc(S(=O)(=O)N2CCOCC2)c1	97	-1	94	-3	-2	96	99	-5	0	94	93
COc1ccc(OC)c(N=Cc2c(O)[nH]c3ccccc23)c1	107	1	104	-2	-4	102	99	-9	-8	102	104
CCOC(=O)c1cccc(NC(=O)c2cccs2)c1	106	-9	102	-8	1	99	103	-12	-12	101	101
CCN(CC)C(=O)CC1(c2ccccc2OC)CCOC(C(C)C)C1 (stereo not given)	108	-1	103	1	-6	102	97	0	-4	102	100
Cc1cc(C)cc(NS(=O)(=O)c2ccc3oc(=O)ccc3c2)c1	106	-5	106	-4	2	103	101	-15	-6	104	102
CCCCN(NC(C)=O)c1nc(Cl)nc(NC(C)C)n1	107	-2	105	-2	-2	102	100	-8	-3	102	103
COc1ccc(CN2C(=O)N(c3ccccc3)C(=O)C2CC(=O)Nc2ccccc2)cc1OC (stereo not given)	98	2	100	0	-1	99	96	3	0	98	98
Cc1ccc(-c2nn3c(C)nnc3s2)cc1NC(=O)c1ccc(OC(C)C)cc1	104	-7	101	-5	1	100	100	-5	-6	100	98
COC(=O)c1nnn(Cc2ccccc2)c1N	107	0	110	1	-1	108	103	0	1	107	101

Full records, quoted from the list.
Profile of COc1ccc(CN2C(=O)N(c3ccccc3)C(=O)C2CC(=O)Nc2ccccc2)cc1OC (stereo not given) → Rac1 wt modul: 98; Bcl-XL Bim block: 2; Cdc42 wt: 100; Bcl-2 Bim block: 0; Bcl-W Bim block: -1; Rab2A wt mod: 99; Rab7 wt modul: 96; Bfl-1 Bim block: 3; Bcl-B Bim block: 0; HRas wt GTP bind: 98; Rac1 act GTP bind: 98
Profile of O=C(Nc1cccc(Cl)c1)O/N=C\c1ccncc1 → Rac1 wt modul: 102; Bcl-XL Bim block: -5; Cdc42 wt: 102; Bcl-2 Bim block: -5; Bcl-W Bim block: -3; Rab2A wt mod: 100; Rab7 wt modul: 97; Bfl-1 Bim block: -1; Bcl-B Bim block: -1; HRas wt GTP bind: 102; Rac1 act GTP bind: 98

Three entries already listed, arranged by their value in Cdc42 wt, ascending.
SMILES	Rac1 wt modul	Bcl-XL Bim block	Cdc42 wt	Bcl-2 Bim block	Bcl-W Bim block	Rab2A wt mod	Rab7 wt modul	Bfl-1 Bim block	Bcl-B Bim block	HRas wt GTP bind	Rac1 act GTP bind
Fc1ccc(-c2n[nH]c(=S)n2-c2ccc3c(c2)OCCO3)cc1	94	0	92	-5	-3	94	92	0	-22	92	94
CS(=O)(=O)c1ccc2nc(NC(=O)C3CCCO3)sc2c1 (stereo not given)	95	-5	93	-2	-1	98	104	0	-12	96	92
CCc1nc(SCC(=O)Nc2ccc(C(=O)O)cc2)n[nH]1	105	0	101	3	0	101	100	3	1	101	100

Printed as active in Rab2A wt mod, among the entries above:
SMILES	Rac1 wt modul	Bcl-XL Bim block	Cdc42 wt	Bcl-2 Bim block	Bcl-W Bim block	Rab2A wt mod	Rab7 wt modul	Bfl-1 Bim block	Bcl-B Bim block	HRas wt GTP bind	Rac1 act GTP bind
O=C(O)c1cccc(-n2cccc2/C=C2/NC(=O)N(c3ccc(Cl)cc3)C2=O)c1	67*	4	72*	2	5	75*	88	-5	14	82	76*
